Source: PubChem
NOD2 inhibition = inhibition of NOD2-driven NF-kB reporter – cell-based, luminescence, uHTS, HEK293 (AID 1566); HEK293 NOD2/NF-kB luciferase reporter, luminescence; higher % means a stronger effect; inhibition, % at 4 µM, or EC50 in µM where a hit was titrated; actives 0.63% (n = 290,000); note: many of its hits are not listed in these tables
GPR55 beta-arrestin = selective activators of receptor GPR55 – imaging, U2OS cells, beta-arrestin-GFP redistribution, primary screen (AID 1961). actives 0.048% (n = 290,000). one-dose activation, % at 10 µM; EC50 in µM for titrated hits. U2OS GPR55 beta-arrestin-GFP redistribution imaging; higher % means a stronger effect;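 active = activation above 40% with more than 50 cells counted in the well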;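 note: U2OS osteosarcoma cells stably expressing GPR55 and beta-arrestin-GFP; plate controls were DMSO negative control for no effect and LPI positive control for full effect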
NTR1 ag = agonists of NTR1, primary screen, imaging, U2OS cells, beta-arrestin-GFP, high content (AID 493036); activation, % at 20 µM; P30989; actives 0.17% (n = 330,000); NTR1-U2OS beta-arrestin-GFP spot imaging, agonist mode;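 active = activation at or above 40% of the spot to cytoplasm intensity ratio, with at least 20 cells analyzed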;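 note: 0% = DMSO without peptide and 100% = 100 nM NTR1 peptide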
Target sequence (P30989 whole entry, looked up): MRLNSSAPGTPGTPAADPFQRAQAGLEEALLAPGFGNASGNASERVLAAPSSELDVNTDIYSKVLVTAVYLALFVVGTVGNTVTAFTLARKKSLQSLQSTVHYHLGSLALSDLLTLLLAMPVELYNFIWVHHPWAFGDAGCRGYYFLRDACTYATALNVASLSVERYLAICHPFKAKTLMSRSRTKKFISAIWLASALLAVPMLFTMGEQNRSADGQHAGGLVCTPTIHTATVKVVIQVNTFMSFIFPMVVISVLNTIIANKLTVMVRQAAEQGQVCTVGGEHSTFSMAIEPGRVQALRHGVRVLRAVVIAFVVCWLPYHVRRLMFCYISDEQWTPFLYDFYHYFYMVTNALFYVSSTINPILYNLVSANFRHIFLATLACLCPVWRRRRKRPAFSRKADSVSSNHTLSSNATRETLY
GPR55 antagonists = GPR55 antagonists blocking LPI-driven arrestin recruitment, primary screen, imaging, U2OS, beta-arrestin-GFP, LPI agonist (AID 2013); actives 0.13% (n = 290,000); inhibition, % at 10 µM; hits with a dose series show IC50 in µM; U2OS GPR55 beta-arrestin-GFP translocation imaging, LPI antagonism; higher % means a stronger effect;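 active = spots per cell inhibited over 60%, with over 100 cells counted and total cytoplasm intensity under 500,000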;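 note: U2OS cells stably carrying GPR55 and arrestin-GFP stimulated by 5 µM LPI near EC80; imaged beta-arrestin-GFP aggregate spots per cell after agonist stimulation; plate controls were LPI-stimulated DMSO wells for no effect and DMSO wells without LPI for full effect; some results filed as inactive read as strong as hits; confirmed hits need IC50 under 10 µM and bright autofluorescent wells are also inconclusive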
NOD1 NF-kB reporter = NOD1 signaling inhibitors, primary screen, cell-based, luminescence, uHTS (AID 1578); NOD1-driven NF-kB luciferase reporter cells, luminescence; higher % means a stronger effect; one-dose inhibition, % at 4 µM; EC50 in µM for titrated hits; actives 1% (n = 290,000); in the data active = inhibition mostly above about 36%, no sharp cut-off; inactive = mostly below about 34%;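 note: HEK-293T reporter cells stimulated with the NOD1 agonist gamma-tri-DAP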
T cell modulator = T cell immune modulation candidate. 2C CD8+ T cell-vesicle binding, flow cytometry; hits give low values. calls only at 7 µM. actives 0.068% (n = 330,000). AID 2052;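 active = response, share of CD8 T cells binding vesicles, and their 90th percentile fluorescence all below set limits, cut at about 80% in these data, passing the limit was not always enough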
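incubation = binding step 1.5 h, 37 °C, antibody labelling 20 min, ice | test system = 2C mouse CD8+ T cells | read-out basis = percent CD8+ FL2 mean versus row control | controls = Peptide-free naked vesicles (low) and QL9 vesicles with 0.7% DMSO vehicle (high) | detection = flow cytometry of vesicle-bound cells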
KOR beta-arrestin-1 = kappa opioid receptor activators – cell-based, luminescence, uHTS, primary screen (AID 1777); KOR beta-arrestin recruitment, luminescence; higher % means a stronger effect; activation, % at 10 µM, or EC50 in µM where a hit was titrated; actives 0.02% (n = 280,000); in the data active = activation above about 50%, passing the limit was not always enough; note: a part of the inactive calls stands beside numbers as strong as those of hits
Myeloid diff 2 = promotes myeloid progenitor differentiation | ER-HoxA9 myeloid progenitors, lysozyme-GFP differentiation, flow cytometry | calls only at 10 µM | actives 1% (n = 360,000) | AID 624256;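 active = normalized GFP-positive differentiation at or above the plate's own cutoff, the solvent-only control mean plus 3 SD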;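 note: cells exposed to compound for four days before flow analysis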
KOR beta-arrestin-2 = KOR antagonists, beta-arrestin recruitment, cell-based, luminescence, uHTS (AID 1778); KOR beta-arrestin recruitment, luminescence, antagonist mode; higher % means a stronger effect; one-dose inhibition, % at 10 µM; IC50 in µM for titrated hits; actives 0.091% (n = 290,000); note: strong numbers were not always called active
T cell modulator vesicle-bound % = recorded beside T cell modulator, whose call it bears; double positive events, %; measured here: CD8+ vesicle-bound cell fraction;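 binding gate set so that unloaded-vesicle control wells show 10% double positive cells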
NTR1 ag cell count 20 µM = recorded beside NTR1 ag, whose call it bears; cell count; measured here: cell count, cytotoxicity flag
Myeloid diff 2 GFP+ MAC1+ % = second read-out of Myeloid diff 2, no call of its own (marks repeat the call); GFP+ MAC1+ double positive, %; measured here: differentiation confirmed by MAC1 staining
* hit, by the source's call; i = inactive; nt = not tested or not shown; [ ] = dose if it differs, or a comment. Cut-off read from the data, not from the text of the source, unless noted: active = inhibition above about 50%; inactive = the rest. This is a subset (hit frequency here may not be typical).

entry	Compound	NOD2 inhibition	GPR55 beta-arrestin	NTR1 ag	NTR1 ag cell count 20 µM	GPR55 antagonists	NOD1 NF-kB reporter
1	Cc1cc(C)c2c(n1)nn1c(N3CCN(c4ccccn4)CC3)cc(C)nc21	15%	-0.1%	nt	nt	0%	29%
2	CCC(=O)Nc1ccc(-c2ccc(NC(=O)CC)c(OC)c2)cc1OC	0%	-0.1%	-0.1	46	9%	-42%
3	CC(C)CC(=O)Nc1ccc2c3c(cccc13)CC2	-6%	-0.2%	-0.3	47	8%	-15%
4	CN(C)c1ccc(/C=N/NC(=O)C(=O)N2CCCCCC2)cc1	14%	-0.1%	-0.3	51	-7%	2%
5	CCCCc1cc(=O)oc2c(C)c(OCC(=O)N3CCCC3)ccc12	11%	0.4%	0.2	50	-6%	-23%
6	Cc1ccc(-c2ccc(=O)n(CC(=O)NCCN(CC(C)C)CC(C)C)n2)cc1	-6%	0.4%	0.5	72	-1%	-10%
7	O=C(Nc1nonc1-c1ccc(Cl)cc1)c1ccco1	27%	-0.2%	0.4	68	4%	-7%
8	COc1ccc2cc(C(=O)C3CCCN(C(=O)c4cc5nc(C)cc(C)n5n4)C3)ccc2c1 (stereo unspecified)	-4%	-0.3%	0.3	57	-7%	-34%
9	CCOc1ccccc1NC(=S)N1CCN(c2nc(-c3ccc(F)cc3)cs2)CC1	-3%	0.5%	2.6	45	0%	4%
10	O=C(NC1CCN(C(=O)N2c3ccccc3Sc3ccccc32)CC1)c1ccccc1Cl	15%	0.1%	1.9	42	-6%	34%
11	Cc1ccc(NC(=O)Nc2cc(C)on2)cc1	-24%	-0.5%	0.1	63	7%	-12%
12	CC1CC(=S)Nc2ccccc2N1C(=O)Nc1ccccc1 (stereo unspecified)	-6%	0.4%	1.6	48	12%	-22%
13	CCn1c(CN2CCOCC2)nnc1SCC(=O)Nc1ccccc1C	-1%	-0.1%	0.5	60	12%	-20%
14	Cc1ccc(CNC(=O)CN2C(=O)NC(C)(c3ccc(Cl)cc3)C2=O)cc1 (stereo unspecified)	8%	-0.1%	-0.6	50	0%	-5%
15	CCc1sc(C(=O)N2CCN(S(C)(=O)=O)CC2)cc1Br	-1%	0.1%	-0.3	61	3%	-21%

entry	T cell modulator	T cell modulator vesicle-bound %	KOR beta-arrestin-1	Myeloid diff 2	Myeloid diff 2 GFP+ MAC1+ %	KOR beta-arrestin-2
1	nt	nt	-2.1%	nt	nt	-25%
2	i	24	-4.0%	i	0.6	0%[20 µM]
3	i	37	7.6%	i	0.6	15%
4	i	13	-3.3%	i	8.9	-56%
5	i	23	-1.9%	i	1.6	-6%
6	i	16	0.3%	i	1.3	-35%
7	i	9	8.7%	i	1.2	2%
8	i	19	-1.8%	i	0.6	-8%
9	i	42	nt	i	0.3	-18%[20 µM]
10	i	20	-1.0%	i	6.1	36%
11	i	54	2.3%	i	0.5	-8%
12	i	10	-0.2%	i	1.2	-14%
13	i	36	5.7%	i	0.9	-2%
14	i	28	-5.4%	nt	nt	1%
15	i	58	-4.4%	i	0.5	-13%

More records follow.
entry	Compound	NOD2 inhibition	GPR55 beta-arrestin	NTR1 ag	NTR1 ag cell count 20 µM	GPR55 antagonists	NOD1 NF-kB reporter
16	CC1=NC(=O)C(N=Nc2ccccc2)N1c1ccccc1 (stereo unspecified)	-89%	0.5%	5.2	43	5%	-36%
17	Cc1nc(NC(=O)CSc2nc3cccnc3n2C2CCCCC2)sc1C	10%	-0.2%	-3.1	89	4%	-122%
18	CCOC(=O)c1cc(OC(=O)c2cccs2)n(-c2ccccc2)n1	12%	0.0%	1.4	76	0%	-13%
19	CCc1ccc(OCC(=O)NC2CCCCC2)c(Br)c1	-35%	0.0%	9.5	69	5%	-78%
20	CCOc1ccc(CN2CCN(CC(O)Cn3c4ccccc4c4ccccc43)CC2)cc1 (stereo unspecified)	17%	0.2%	39	47	79%*	-1%
21	CC(=O)Nc1ccc(NC(=S)Nc2ccc(F)cc2)cc1	-10%	0.2%	7.2	87	-4%	-36%
22	O=C(CCCn1c(=O)[nH]c2ccsc2c1=O)Nc1ccc(F)cc1	19%	0.1%	0.6	69	-1%	-18%
23	COc1ccc(/C=C2\N=C3CCCCCN3C2=O)cc1OC	10%	-0.1%	0.2	82	14%	4%
24	O=C(CCc1nnc(CCCc2ccccc2)o1)NCCCC1CCCC1	-34%	-0.1%	0.9	29	4%	-52%
25	Cc1n[nH]c(C)c1S(=O)(=O)N1CCCC(C(=O)NCc2ccc(F)cc2)C1 (stereo unspecified)	22%	-0.4%	1.8	27	6%	5%
26	Cc1c(C(C)NC(=O)c2ccc3nc(Cc4ccccc4F)oc3c2)cnn1C (stereo unspecified)	-8%	-0.1%	-1.0	60	2%	-41%
27	Cc1cccc(C(=O)NNC2=CC(=O)CC(C)(C)C2)c1O	-4%	0.4%	1.0	70	9%	-14%
28	Cc1ccc2[nH]c3c(c2c1)CCc1cn[nH]c1-3	30%	-0.1%	4.0	45	-8%	46%
29	Cc1ccccc1OCC(=O)Nc1ccc(C(=O)Nc2ccccc2C(=O)O)cc1	33%	-0.2%	1.7	58	-5%	-4%
30	Cc1cc(C)c(N=C2SCC(=O)N2Cc2ccco2)c(C)c1	-10%	-0.2%	3.8	60	4%	-8%

entry	T cell modulator	T cell modulator vesicle-bound %	KOR beta-arrestin-1	Myeloid diff 2	Myeloid diff 2 GFP+ MAC1+ %	KOR beta-arrestin-2
16	i	35	3.5%	i	0.4	-7%
17	i	16	40%	i	1.6	-34%
18	i	13	-1.5%	i	4.5	6%
19	i	67	7.6%	i	0.6	-6%
20	i	56	1.3%	i	0.8	7%
21	i	61	-2.5%	i	0.2	-4%
22	i	30	-2.6%	i	0.4	-20%
23	i	59	2.6%	i	1.9	-5%
24	i	45	-0.4%	i	0.3	2%
25	i	35	-1.4%	i	0.4	12%
26	i	27	-1.4%	i	0.0	-7%
27	i	51	-0.3%	i	0.3	-3%
28	i	37	2.0%	i	10	-21%
29	i	49	-1.7%	i	0.3	23%
30	i	21	-1.5%	i	0.6	25%

Sorted by formula weight (highest first): 7 of the compounds above
entry	Compound	NOD2 inhibition	GPR55 beta-arrestin	NTR1 ag	NTR1 ag cell count 20 µM	GPR55 antagonists	NOD1 NF-kB reporter
29	Cc1ccccc1OCC(=O)Nc1ccc(C(=O)Nc2ccccc2C(=O)O)cc1	33%	-0.2%	1.7	58	-5%	-4%
17	Cc1nc(NC(=O)CSc2nc3cccnc3n2C2CCCCC2)sc1C	10%	-0.2%	-3.1	89	4%	-122%
22	O=C(CCCn1c(=O)[nH]c2ccsc2c1=O)Nc1ccc(F)cc1	19%	0.1%	0.6	69	-1%	-18%
18	CCOC(=O)c1cc(OC(=O)c2cccs2)n(-c2ccccc2)n1	12%	0.0%	1.4	76	0%	-13%
30	Cc1cc(C)c(N=C2SCC(=O)N2Cc2ccco2)c(C)c1	-10%	-0.2%	3.8	60	4%	-8%
23	COc1ccc(/C=C2\N=C3CCCCCN3C2=O)cc1OC	10%	-0.1%	0.2	82	14%	4%
27	Cc1cccc(C(=O)NNC2=CC(=O)CC(C)(C)C2)c1O	-4%	0.4%	1.0	70	9%	-14%

entry	T cell modulator	T cell modulator vesicle-bound %	KOR beta-arrestin-1	Myeloid diff 2	Myeloid diff 2 GFP+ MAC1+ %	KOR beta-arrestin-2
29	i	49	-1.7%	i	0.3	23%
17	i	16	40%	i	1.6	-34%
22	i	30	-2.6%	i	0.4	-20%
18	i	13	-1.5%	i	4.5	6%
30	i	21	-1.5%	i	0.6	25%
23	i	59	2.6%	i	1.9	-5%
27	i	51	-0.3%	i	0.3	-3%

Carrying on:
entry	Compound	NOD2 inhibition	GPR55 beta-arrestin	NTR1 ag	NTR1 ag cell count 20 µM	GPR55 antagonists	NOD1 NF-kB reporter
31	Cc1ccc(/C=C/C(=O)OCC(=O)NCCN2C(=O)CSC2=O)cc1	19%	0.2%	-1.1	107	-14%	-2%
32	COc1ccc(N(CC(=O)Nc2c(C)n(C)n(-c3ccccc3)c2=O)S(=O)(=O)c2ccc(C)cc2)cc1	14%	0.5%	-0.2	74	3%	-18%
33	c1ccc(-c2ccccc2OCCCN2CCOCC2)cc1	-29%	0.3%	0.0	78	8%	9%
34	O=C(CSC1=NCCS1)Nc1ccccc1F	4%	-0.2%	0.1	36	8%	-5%
35	CCOC(=O)N1CCN(C(=O)c2cccc(OC)c2OC)CC1	-10%	-0.1%	-3.1	89	2%	-22%
36	CSCCC(=O)N1CCCC(N2CCN(c3cccc(C(F)(F)F)c3)CC2)C1 (stereo unspecified)	-5%	0.1%	-1.2	69	4%	-4%
37	C[C@@H]1CN(C(=O)c2nc3ccc(Cl)cn3c2CNCC[C@@H]2C[C@@H]3C=C[C@H]2C3)C[C@H](C)O1	9%	-0.3%	3.5	78	2%	-18%
38	OC(c1ccc(Cl)cc1)c1nccc2ccccc12 (stereo unspecified)	14%	-0.1%	-0.3	50	-32%	-14%
39	Cc1ccc(Cn2ncc3c(NCCCN(C)C)ncnc32)cc1	19%	-0.1%	-0.6	44	8%	-4%
40	CC(=O)NCCn1ccc2ccccc21	12%	0.2%	-0.2	39	15%	-24%

entry	T cell modulator	T cell modulator vesicle-bound %	KOR beta-arrestin-1	Myeloid diff 2	Myeloid diff 2 GFP+ MAC1+ %	KOR beta-arrestin-2
31	i	65	-1.8%	i	0.5	-4%
32	i	58	-5.2%	i	0.6	-27%
33	i	50	9.3%	i	0.2	-24%[20 µM]
34	i	48	-1.9%	i	0.8	-10%
35	i	21	-4.6%	i	0.8	7%
36	i	42	3.2%	i	0.5	-50%[20 µM]
37	i	62	-2.5%	i	0.5	-23%
38	i	12	-4.8%	i	0.1	7%[20 µM]
39	i	57	-8.4%	i	0.1	2%
40	i	37	-2.6%	i	1.1	34%
